FAS-TE inh = inhibitors of human fatty acid synthase thioesterase domain; P49327; recombinant FAS-TE, OMFH fluorogenic substrate, fluorescence endpoint; inhibition, % at 15 µM; 360,000 compounds, 0.67% hits; AID 602261;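 active means compounds whose normalised, plate-corrected inhibition of enzyme fluorescence in the single-dose primary screen is 50% or more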;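 further: 0% = DMSO with enzyme and 100% = substrate without enzyme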
MsrA inhibitor = inhibits bovine methionine sulfoxide reductase A | AID 651718 | purified bovine MsrA, absorbance read-out | 360,000 compounds, 0.75% hits | inhibition, % at 15.5 µM; in the data active means inhibition above about 4.5%;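 further: 0% = vehicle wells with enzyme and 100% = reference inhibitor wells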
MLLE-PAM2 inh = blocks PAM2 peptide binding to the PABP1 MLLE domain | P11940 | GST-MLLE / FITC-PAM2 fluorescence polarization | 360,000 compounds, 0.36% hits | inhibition, % at 20 µM | AID 588489; in the data active means inhibition above about 35%, passing the limit was not always enough;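 further: plate controls were DMSO wells with GST-MLLE for no effect and wells lacking GST-MLLE protein for full effect; some results filed as inactive read as strong as hits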
MsrA act = activates bovine MsrA enzyme | purified bovine MsrA, absorbance read-out | activation, % at 10.6 µM | 360,000 compounds, 0.3% hits | AID 602163; in the data active means activation above about 7.5%;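 further: 0% = vehicle and 100% = reference activator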
SKN-1 block = C. elegans SKN-1 inhibition; 360,000 compounds, 0.49% hits; AID 624304; C. elegans VP596 Pgst-4::GFP/RFP ratio, acrylamide-induced, 24 h; inhibition, % at 21.8 µM;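 active means interference check ratio from 0.5 to 1.5 plus GFP to RFP signal ratio inhibition reaching or exceeding a fixed threshold, cut at about 30% in these data, passing the limit was not always enough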; further: some compounds called inactive have numbers as strong as hits
eLon inh = inhibitors of E. coli Lon protease; purified E. coli Lon protease, fluorescence polarization; P0A9M0; AID 602123; 360,000 compounds, 0.42% hits; inhibition, % at 7.94 µM; in the data active means inhibition above about 13%, passing the limit was not always enough;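 further: 0% = enzyme with probe and DMSO and 100% = no enzyme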
MT1-MMP act inh = inhibitors of human MT1-MMP activation. 360,000 compounds, 0.061% hits. HT1080 RFP-PRO-GFP cells, GFP/RFP ratio fluorescence, overnight; percent of plate control window, DMSO zero. GFP/RFP ratio change, % at 20 µM. AID 651647. P50281;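 active means GFP/RFP ratio change of at least 30% with cell ATP level not reduced by more than half and red fluorescence within 50% of control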; further: strong numbers were not always called active
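Compound: 20 µM single dose, 1% DMSO / System: HT1080 RFP-PRO-GFP cells / Controls: DMSO and RFP-L50D-GFP cell wells / Read-out basis: GFP/RFP fluorescence ratio / Schedule: overnight compound exposure at 37 °C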
TbMetRS inhib = Trypanosoma brucei MetRS inhibition; purified T. brucei MetRS, ATP depletion, Kinase-Glo luminescence; 360,000 compounds, 0.4% hits; inhibition, % at 11.9 µM;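 active means inhibition above a per-plate cutoff of the control wells' mean inhibition plus 3 SD, cut at about 5.5% in these data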;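 further: 0% = DMSO wells median and 100% = median of wells with control inhibitor compound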
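Dosing: 11.9 µM compound single dose, 0.9% DMSO; Assay system: purified T. brucei MetRS enzyme; Measured by: Kinase-Glo luciferase luminescence reporting remaining unconsumed ATP; Schedule: 15 min plus 2 h at 25 °C.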
NRP1-CendR mod = NRP-1/CendR interaction modulation; 360,000 compounds, 0.85% hits; O14786; inhibition, % at 25 µM; AID 602438; FAM-RPARPAR peptide binding to NRP-1, fluorescence polarization;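 active means inhibition or corrected inhibition above about 18%, plus a signal ratio from 0.5 to 1.5, limit read from the data, passing the limit was not always enough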; further: strong numbers were not always called active
An asterisk follows results filed as active; nt = no result given. No enrichment for hits; about 4% have a hit in one of these screens.

Molecule	FAS-TE inh	MsrA inhibitor	MLLE-PAM2 inh	MsrA act	SKN-1 block	eLon inh	MT1-MMP act inh	TbMetRS inhib	NRP1-CendR mod
Cc1nc(N)[nH]c(=O)c1CCCNc1ccc([N+](=O)[O-])cc1	-1	-0.5	12	0	-9	-13	2	1.9	-6
O=C(Nc1ccc(F)cc1)Nc1ccccc1C(=O)NCCN1CCNC1=O	-2	-0.9	0	-4	2	7	-2	-0.1	-7
COC(=O)[C@@H]1C[C@H]1[C@@H](NC(=O)c1cc(C)on1)c1ccccc1	-6	1.1	-6	0	-2	-1	-1	-0.4	8
COc1ccc(-c2cn3c(C)c(C(=O)NC(C)C)sc3n2)cc1	-4	1.3	10	0	9	7	11	0.1	-2
CCOc1ccc(C(=O)OCC(=O)N2CCCC2)cc1	-5	-0.4	10	-2	1	-7	0	0.0	14
COCCn1c(-c2ccccc2)nc2oc3ccccc3c(=O)c2c1=O	-1	-0.3	-8	2	9	-5	1	-1.0	-2
CC(C)OCCCNC(=O)c1cn(C)c2ccc(S(=O)(=O)N3CCCC3)cc2c1=O	-3	-0.9	9	-3	5	2	3	0.1	12
COc1ccc2c(CC(=O)N[C@@H](Cc3ccccc3)C(=O)O)cc(=O)oc2c1C	-2	2.1	-5	1	13	0	0	-0.2	4
CN(C(=O)CSc1nnc(-c2cccs2)o1)C1CCS(=O)(=O)C1 (stereo unspecified)	-7	-0.4	-73	-13	-6	-6	-1	-1.4	9
Cc1cccc(-n2ncc3c(N4CCC(C)CC4)ncnc32)c1	20	-1.0	2	-2	3	-4	-2	-0.1	3
Cc1ccc([N+](=O)[O-])cc1N(CC(=O)Nc1ccc(S(=O)(=O)Nc2cccc(C(F)(F)F)c2)cc1)S(C)(=O)=O	29	2.4	3	-10	-9	-4	-3	-1.4	18
C=C(C)CSc1nc2ncccc2[nH]1	-4	0.9	-8	-4	10	-6	0	0.3	0
OC[C@@H]1CN(Cc2cccnc2)C[C@H](n2cnc3c(N4CCCC4)ncnc32)O1	-2	-0.1	-19	0	35	-6	0	0.2	-6
CC1=C/C(=N\NC(=O)c2ccccc2)CC1	-14	1.6	5	-11	-3	4	11	-1.9	8
CCOC(=O)c1ccc(NCc2nc3ccccc3[nH]2)cc1	-4	-0.1	-17	-1	-3	-7	3	0.0	-7
C[C@H](CO)N1C[C@H](C)[C@@H](CN(C)S(=O)(=O)c2ccccc2)Oc2ccc(NC(=O)C3CC3)cc2C1=O	-4	-0.1	-11	-7	0	-5	2	-2.3	4
CCCCCCCCN1C(=O)[C@H](CC(=O)N2CCCC2)C[C@@]2(C(=O)OCC)CCCC=C12	2	-0.1	nt	-9	4	-4	nt	-1.5	-12
COc1ccc(OC)c(NC(=O)NCc2cccnc2)c1	-3	0.5	2	-13	2	-7	-1	-0.8	-7
CCCC(=O)Nc1cc(OC)c(NC(=O)NC2CCCCC2)cc1OC	-4	1.3	5	-1	0	-9	3	0.8	-2
Cc1cc(N2CCOCC2)nc2ccc(NC(=S)NCCN(C)C)cc12	-6	1.1	5	-1	-7	-2	4	0.3	3
O=C1CC(C(=O)Nc2ccc(C(=O)N3CCOCC3)cc2)C2(CCCCC2)O1 (stereo unspecified)	-7	0.0	4	-7	-21	-9	-2	-1.3	1
CC(C)CC(=O)NC(=S)Nc1ccccc1F	-5	-0.9	24	-4	8	-4	3	0.0	4
Cc1ccsc1/C=N/n1cnc2sc(C)c(C)c2c1=O	2	1.6	9	-14	5	-9	-5	-1.9	-2
COC(=O)C(C(=O)OC)c1ncc(C(F)(F)F)cc1Cl	-7	-1.2	4	0	6	-2	3	0.3	5
CCN(CC)CC(=O)c1c(N)n(Cc2ccccc2)c(=O)n(C)c1=O	-3	-1.0	21	-10	-4	1	-2	-1.2	15
Cc1ccc(CNC(=O)COC(=O)c2ccc(S(=O)(=O)N3CCOCC3)cc2)cc1	-4	-0.1	-2	-9	-2	7	-3	-0.3	-12
OCCN1CCN(C(=S)c2ccc(Cl)c(Cl)c2)CC1	-4	-0.4	29	0	11	8	7	0.0	10
CC(C)COc1ccc(C(=O)CCN2CCCCC2)cc1	-7	-0.5	19	-1	4	-4	5	-0.1	-2
CN(C)CCNc1ncnc2c1ncn2[C@H]1CN(Cc2ccc(-c3ccccc3)cc2)C[C@@H](CO)O1	-12	0.6	10	2	-9	1	0	0.0	-9
CC(=O)c1c(-c2ccc(Cl)cc2Cl)noc1C	-2	0.0	17	-4	12	8	2	0.3	7
OC1CCN(Cc2nc(Cc3ccccc3Cl)no2)CC1	-8	-0.2	-6	-5	1	2	2	-0.7	-6
CC1(C(=O)NS(=O)(=O)c2ccccc2C(F)(F)F)CCN1C(=O)CCc1ccccc1 (stereo unspecified)	-7	0.1	-6	0	6	-8	1	0.2	-2
O=[N+]([O-])c1ccc(-n2ccnc2)cc1	18	-0.5	-25	-3	14	-2	2	-0.6	8
CCc1noc(C)c1C(=O)N1CC(C)OC(C)C1 (stereo unspecified)	-8	-1.0	-5	0	-2	-4	4	0.1	-4
Cc1cccc(C)c1OC(=O)CSc1nnc(-c2ccccc2O)o1	4	1.1	-11	-16	-11	-2	nt	-2.2	4
O=C1C2C3C=CC(C4CC34)C2C(=O)N1/N=C/c1ccc(-c2ccc([N+](=O)[O-])cc2)o1 (stereo unspecified)	-3	0.6	-18	-1	2	-1	2	0.1	-18
CCCCCn1c(=O)c(F)cn(Cc2ccc(OC)c([N+](=O)[O-])c2)c1=O	24	0.5	-3	0	-12	9	1	-0.6	1
Cc1cccc(C(=O)N2CCN(Cc3nc4sc5c(c4c(=O)[nH]3)CCCC5)CC2)c1	-31	0.5	3	-1	-3	-1	-1	-0.3	-8
CSc1cccc(NC(=O)CN(C)S(=O)(=O)c2ccccc2)c1	1	-0.9	9	-2	-1	-4	6	1.0	12
COc1cccc(OCc2cc(C(=O)N(C)Cc3nccn3C)no2)c1	-2	-0.5	5	-1	3	0	-1	-0.4	13
O=[N+]([O-])c1ccc(/C=N/NC(=S)Nc2ccccc2)o1	-4	1.6	3	-4	14	-27	3	0.0	-18
COc1ccc(Cl)cc1NC(=S)Nc1ccccc1C	0	1.9	37	-1	-8	-3	-6	0.6	0
COC(=O)C1=C(N)OC2=C(C(=O)CCC2)C1c1ccc2c(c1)OCO2 (stereo unspecified)	-3	-0.6	2	-4	-17	-11	-2	0.8	-8
Cc1cc(C)c(C)c(S(=O)(=O)NCc2ccc(C(=O)N3CCCCC3)cc2)c1C	-1	-0.7	17	-1	3	1	-10	0.3	0
CCOc1ccc2nc(NC(=O)c3ccccn3)sc2c1	6	-0.5	-5	-3	22	-5	10	-1.9	-10
Nc1cc(N)nc(SCC(=O)Nc2ccc3c(c2)OCCCO3)n1	-5	-0.6	3	-14	-22	-4	nt	-1.4	-10
O=C(CSc1ccc2nnc(-c3cccnc3)n2n1)c1ccccc1	1	-1.2	5	-12	-14	-4	12	-1.0	-3
COc1cccc(C(CNC(=O)C2CCN(C(=O)Nc3ccccc3)CC2)N(C)C)c1 (stereo unspecified)	-2	0.3	9	0	-3	-5	5	-0.1	1
CC(=O)NCCOC(=O)Nc1sc(=S)n(C)c1C	-5	2.5	-16	-4	5	-3	-3	-0.1	0
CCOC(=O)C1(C(F)(F)F)N=C(C(F)(F)F)Nc2ccc(F)cc21 (stereo unspecified)	0	1.1	-11	-5	0	-4	1	0.2	-9
CCCC(=O)Nc1cc(C(=O)O)ccc1Sc1ccc(C)cc1	-3	1.1	6	0	-3	-5	-5	0.4	-12
Cc1c(NC2(C#N)CCCCC2)c(=O)n(-c2ccccc2)n1C	-7	-0.3	2	-14	3	13	0	-0.9	-1
CC(C)(C)NC(=O)CN(C(=O)C1(C)CC(=O)N=C2C=CC=CN21)C1CCCC1 (stereo unspecified)	-7	4.4	-1	-2	11	-2	-1	-0.3	1
CCN(C(=O)COC(=O)/C=C/c1ccc(OC)c(OC)c1)c1c(N)n(Cc2ccccc2)c(=O)[nH]c1=O	-5	3.7	7	-4	16	-6	4	0.0	0
CC1(C)CC(=O)C(Sc2nnc(-c3ccc(O)cc3)n2CC2CCCO2)C(=O)C1 (stereo unspecified)	-6	0.3	-11	0	-1	-9	-5	-0.1	3
Cc1cc(C)c(C)c(S(=O)(=O)N2CCC(C(=O)OCC(=O)NC3CCS(=O)(=O)C3)CC2)c1C (stereo unspecified)	-3	0.3	3	-5	2	-3	0	-0.2	-6
CCn1ccnc1CN(C)C(=O)c1ccc(OC2CCN(CCc3ccccc3)CC2)cc1	-6	0.6	8	-8	3	-4	7	-1.3	5
CNc1nc(OC)nc(N2CCOCC2)n1	-1	-1.4	1	-4	5	-17	-2	-0.6	10
CC[C@]12c3[nH]c4cc(CCC(=O)N(C)C)ccc4c3CCN1C(=O)[C@@H](CC(=O)NCCCOC)C[C@@H]2C(=O)N1CCN(C(=O)c2ccco2)CC1	-10	0.4	0	-7	-4	2	5	0.4	-8
CC(Oc1cccc(Cl)c1)C(=O)Nc1cc(S(=O)(=O)N2CCOCC2)ccc1N1CCCC1 (stereo unspecified)	10	-0.9	-10	-4	-7	-3	-6	-0.6	0

The results go on:
Molecule	FAS-TE inh	MsrA inhibitor	MLLE-PAM2 inh	MsrA act	SKN-1 block	eLon inh	MT1-MMP act inh	TbMetRS inhib	NRP1-CendR mod
Cc1cccc(N/N=C(\C(N)=O)C2=NC(C)(C)Cc3ccccc32)c1	22	1.6	11	-6	6	-9	-3	-0.1	-2
COc1ccc(N=C2S/C(=C\c3ccc(N4CCOCC4)o3)C(=O)N2CCc2c[nH]c3ccccc23)cc1	-38	nt	68	-6	8	-32	-288	-1.4	-197
Cc1cc(Br)ccc1OCCCCN1CCCCC1	-5	0.2	6	-3	17	1	3	5.3	10
Cc1cc(S(=O)(=O)n2cnc3ccccc32)c(C)cc1Cl	-5	-1.2	-13	-4	26	-6	7	-0.6	17
O=C(C[C@H]1C/C=C\C[C@H](Cc2ccc(F)cc2)C(=O)O[C@@H](c2ccccc2)CNC1=O)N[C@@H](CO)Cc1ccccc1	0	0.0	15	-6	-6	7	-5	-0.5	12
CC1C(=O)OC(c2ccc(Br)cc2)C(C)(C)C1=O (stereo unspecified)	0	-1.7	1	0	-9	-2	2	0.3	2
COc1ccc(C(=O)Nc2ccc(-c3nnn(CC(=O)NCc4ccco4)n3)cc2)cc1	1	0.1	-13	-3	4	0	1	-0.2	-17
Nc1nc2cc(Cl)c(Br)cc2o1	0	-1.0	-4	-2	7	-1	2	-0.2	2
CCc1cc2cc(C)cc(C)c2nc1SCC(=O)N1CCN(C(=O)c2ccco2)CC1	14	-0.2	-17	-9	-17	-4	-5	-1.7	-1

Two of these compounds in a different format:
Value order: FAS-TE inh	MsrA inhibitor	MLLE-PAM2 inh	MsrA act	SKN-1 block	eLon inh	MT1-MMP act inh	TbMetRS inhib	NRP1-CendR mod
CC1C(=O)OC(c2ccc(Br)cc2)C(C)(C)C1=O (stereo unspecified)
→ 0	-1.7	1	0	-9	-2	2	0.3	2
COc1ccc(C(=O)Nc2ccc(-c3nnn(CC(=O)NCc4ccco4)n3)cc2)cc1
→ 1	0.1	-13	-3	4	0	1	-0.2	-17
